# CAL PDZ FP-1: human CAL PDZ-peptide interaction inhibition. Q9HD26. purified CAL PDZ, TMR-peptide fluorescence polarization, 1 h. inhibition, % at 20 µM. actives 0.02% (n = 330,000). AID 504414;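 active = highest replicate inhibition of at least 40%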;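 also: plate controls were DMSO neutral control wells for no effect and unlabeled competitor peptide control wells for full effect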
#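 Material: tagged CAL PDZ domain; buffer or medium: 25 mM sodium phosphate pH 7.4, 150 mM NaCl, TCEP, IgG, Thesit; compound dosing: single point, 20 µM; schedule: 1 h incubation at room temperature before polarization reading; measured by: FP readout, S and P plane fluorescence; read-out basis: percent inhibition from loss of millipolarization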
# Rtt109 Vps75: blocks Candida albicans Rtt109/Vps75 acetyltransferase activity. purified Rtt109/Vps75, ThioGlo CoA-SH fluorescence, 4 h. Q5AAJ8. inhibition, % at 34.9 µM. actives 0.16% (n = 330,000). AID 540336;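 active = inhibition of at least 50% in every replicate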
# Keap1 Nrf2 FP: inhibitors of human Keap1-Nrf2 protein-protein interaction | Q14145 | inhibition, % at 9.4 µM | actives 0.15% (n = 340,000) | Keap1 Kelch-Nrf2 peptide fluorescence polarization, 1536-well; in the data active = inhibition above about 12%;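 also: human Keap1 Kelch domain with fluorescein labeled Nrf2 9mer peptide probe; 0% = neutral control wells and 100% = peptide positive control; higher means more block of Keap1 binding to Nrf2 peptide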
# Cardiac RTF inh: cardiac RTF calcium desensitization; actives 0.12% (n = 340,000); IANBD-labeled cardiac RTF, Ca2+ fluorescence; P19429+P45379; inhibition, % at 7.15 µM;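 active = inhibition above the mean inhibition of all tested compounds plus 3 SD, cut at about 17% in these data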;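 also: assay run at fixed EC70 calcium of 1.6 mM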
# DAGLB inh: blocks human DAGLB lipase activity; Q8NCG7; HEK293T DAGLB membrane lysate, EnzChek fluorogenic substrate; inhibition, % at 5.17 µM; actives 0.059% (n = 340,000); in the data active = inhibition above about 34%;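 also: 0% = enzyme with vehicle and 100% = wells lacking enzyme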
# Target sequence (Q8NCG7 whole entry, looked up): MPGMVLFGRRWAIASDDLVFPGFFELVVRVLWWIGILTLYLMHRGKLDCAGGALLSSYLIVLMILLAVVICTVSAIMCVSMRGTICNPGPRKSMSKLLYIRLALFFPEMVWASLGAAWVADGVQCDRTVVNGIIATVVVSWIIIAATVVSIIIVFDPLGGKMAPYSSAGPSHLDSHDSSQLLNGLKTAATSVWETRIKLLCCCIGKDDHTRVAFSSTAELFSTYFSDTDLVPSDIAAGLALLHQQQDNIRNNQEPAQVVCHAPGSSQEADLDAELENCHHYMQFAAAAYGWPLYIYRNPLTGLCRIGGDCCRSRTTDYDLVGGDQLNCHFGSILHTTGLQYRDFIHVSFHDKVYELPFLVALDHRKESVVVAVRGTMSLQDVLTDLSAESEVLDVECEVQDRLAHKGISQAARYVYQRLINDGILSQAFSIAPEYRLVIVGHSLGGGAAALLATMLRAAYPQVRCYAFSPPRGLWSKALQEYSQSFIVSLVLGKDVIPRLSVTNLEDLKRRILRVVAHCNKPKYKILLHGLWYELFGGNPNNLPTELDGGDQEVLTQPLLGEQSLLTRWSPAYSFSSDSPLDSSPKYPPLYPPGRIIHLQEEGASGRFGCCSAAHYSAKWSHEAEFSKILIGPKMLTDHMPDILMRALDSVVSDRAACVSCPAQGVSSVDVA
# PKA-R2B act: PKA-R2B complex activation; actives 0.079% (n = 340,000); P22694+P31323; PKA-R2B holoenzyme dissociation, Cy5-IP20 fluorescence polarization; R2B truncated from residue 108, S112A mutant; 0% DMSO only, 100% 113 µM cGMP; AID 504700; activation, % at 11.4 µM;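 active = activation above a cutoff set at the mean over all compounds plus 3 SD, cut at about 18% in these data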;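 also: higher means more holoenzyme dissociation and a rise in polarization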
# Target sequence (P31323 whole entry, looked up, other chains not shown, the tested form may be a part): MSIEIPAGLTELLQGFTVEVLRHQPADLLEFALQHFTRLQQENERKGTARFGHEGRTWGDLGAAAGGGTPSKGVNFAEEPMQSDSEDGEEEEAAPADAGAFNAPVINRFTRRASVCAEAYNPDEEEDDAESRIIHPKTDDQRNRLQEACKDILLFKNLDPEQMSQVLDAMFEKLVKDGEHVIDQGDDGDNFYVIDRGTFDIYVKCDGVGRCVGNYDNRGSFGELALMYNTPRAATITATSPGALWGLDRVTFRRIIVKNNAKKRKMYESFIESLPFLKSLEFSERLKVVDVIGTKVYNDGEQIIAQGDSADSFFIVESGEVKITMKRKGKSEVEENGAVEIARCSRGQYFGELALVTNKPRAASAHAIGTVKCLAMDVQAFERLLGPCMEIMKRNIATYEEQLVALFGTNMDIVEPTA
# CAL PDZ FP-2: blocks peptide binding to the human CAL PDZ domain; Q9HD26; inhibition, % at 24.9 µM; purified CAL PDZ, TMR-peptide fluorescence polarization, 1 h; AID 602252; actives 0.92% (n = 300,000);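 active = mean inhibition of at least 30% with at least half of replicates also reaching 30%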;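 also: 0% = DMSO neutral control and 100% = excess unlabeled competitor peptide PRC23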
# SR-BI uptake up: SR-BI HDL lipid transfer activation; CHO ldlA[mSR-BI] cells, DiI-HDL uptake fluorescence, 3 h; 100 = double the neutral-control signal; activation, % at 12.5 µM; actives 0.096% (n = 320,000); AID 504775;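 active = mean replicate activation of at least 60% and every replicate at or above 60%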;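 also: 0% = median plate neutral-control signal and 100% = twice that signal; values of inactives mirror those of a sister screen read the other way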
#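 System: CHO ldlA[mSR-BI] cells / Medium: HEPES-buffered (25 mM, pH 7.4) F12 plus 0.5% BSA / Probe or stimulus: labelled HDL, 10 µg/mL / Doses: single compound concentration, delivered by pin transfer / Schedule: 3 h, 37 °C / Measured by: DiI fluorescence, bottom read / Measure: cell-associated DiI fluorescence as measure of HDL uptake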
# C-LANA FP: blocks KSHV LANA C-terminal domain binding to DNA | MBP-C-LANA/FAM-LBS DNA binding, fluorescence polarization | inhibition, % at 9 µM | actives 0.078% (n = 340,000) | AID 504423;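 active = highest replicate inhibition at or above 60% at 9 µM, even if other replicates fall short; inactive = all replicates below 60% inhibition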;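 also: 0% = neutral control wells and 100% = 4 µM acridine orange control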
# cardiac RTF act: increases calcium sensitivity of human cardiac regulated thin filaments. P19429+P45379. IANBD-labeled TnC RTF fluorescence at EC20 calcium; 0% EC20 calcium, 100% full calcium. activation, % at 7.2 µM. actives 0.24% (n = 340,000);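 active = activation above the mean over all tested compounds plus 3 SD, cut at about 30% in these data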;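 also: rise in fluorescence read as greater calcium sensitivity of cardiac thin filaments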
# The depositor's hits bear a star; . = not tested or not shown.
SMILES,CAL PDZ FP-1,Rtt109 Vps75,Keap1 Nrf2 FP,Cardiac RTF inh,DAGLB inh,PKA-R2B act,CAL PDZ FP-2,SR-BI uptake up,C-LANA FP,cardiac RTF act
Cc1ccc(SC(C)C(=O)Nc2ccncc2)cc1 (stereo not drawn),-1.5,-1.7,2.6,-7.8,-1.5,3.1,-3.5,4.5,0.5,5.4
CCOc1ccccc1NC(=O)c1cccc(S(=O)(=O)N(Cc2ccccc2)c2ccccc2OC)c1,-5.6,-4.7,-1.0,-5.5,-7.5,-14.2,4.6,-11.3,-1.0,-0.1
O=C(COC(=O)c1ccc(F)c(S(=O)(=O)N2CCOCC2)c1)NC1CCCCC1,-0.6,-12.0,2.7,0.5,-2.7,-1.1,1.8,21.9,-2.3,0.1
Cc1cccc(-n2c(SCC(=O)O)nc3sc4c(c3c2=O)CCC4)c1,-2.7,-2.0,3.5,5.7,2.6,-1.6,-2.8,14.4,-1.0,2.2
Cc1nnc(SCC(=O)N2CCc3ccccc32)n1-c1ccccc1,-1.8,7.1,2.3,-7.4,-0.6,-9.2,-4.4,2.0,-0.4,2.8
O=S(=O)(N1CCCCC1)N1CCN(c2ccc(F)cc2)CC1,-1.8,-9.9,1.7,1.4,0.3,-1.9,-2.0,13.3,0.1,6.8
CSc1ccc(CN(C)CC(=O)NC(=O)NCCC2=CCCCC2)cc1,0.7,-7.6,-0.9,-14.3,-13.1,-10.2,3.1,-2.9,-1.4,0.4
COc1ccc(CCN2CC(C(=O)N(C)CCn3nc(C)cc3C)CCC2=O)cc1 (stereo not drawn),-0.8,4.5,4.1,-4.3,-1.3,-2.4,.,11.2,0.2,1.5
O=C(CNC(=O)c1ccc(Br)o1)NCc1ccccc1,0.3,0.1,3.0,-9.2,1.1,-3.3,-2.5,-10.9,1.6,2.9
COc1cc2c(cc1OC)C(=S)NC1(CCCC1)C2,-0.6,14.9,-5.7,5.8,-1.2,3.9,8.5,-10.8,-1.0,0.7
CSCc1nnc(NC(=O)c2ccc(S(=O)(=O)N(C)C)cc2)o1,-2.1,.,-2.9,2.2,-1.2,-7.8,-1.6,10.5,-1.5,-4.7
CCCNC(=O)c1ccccc1NS(=O)(=O)c1ccc2c(c1)OCCO2,-1.5,16.8,3.3,-23.8,1.7,-2.0,68.6*,-49.2,1.2,-1.2
CCn1c(SCC(=O)c2cc(C)ccc2C)nc2cc(S(=O)(=O)N3CCOCC3)ccc21,-1.1,-12.8,-1.7,-0.1,-5.8,-4.8,-0.7,-39.5,0.8,-2.7
Cc1ccc(S(=O)(=O)N2CCN(CC(O)c3ccccc3)CC2)cc1 (stereo not drawn),-3.0,1.0,1.3,-8.8,1.6,-3.6,-0.8,10.0,-1.8,-3.1
Cc1cccc(N/N=C/c2ccc(C)s2)c1,-1.8,4.8,-2.6,-4.5,-0.5,-4.2,-1.5,15.3,-1.0,-3.5
COc1ccc(NC(=O)c2ccc(NC3=NC4CS(=O)(=O)CC4S3)cc2)cc1 (stereo not drawn),-0.6,-9.2,-6.7,0.5,0.2,-11.0,2.1,0.9,-0.2,13.6
Cc1ccc(NC(=O)CN(C)CC(=O)Nc2cccc(F)c2)cc1S(=O)(=O)N1CCCCCC1,.,14.4,-2.9,0.2,-3.3,-5.2,-4.6,-36.4,-0.4,-2.8
CC(=O)N1CC2([N+](=O)[O-])CN(C(C)=O)CC([N+](=O)[O-])(C1)C2(C)C,-2.8,1.0,4.4,-2.7,-1.2,-9.7,-4.2,13.2,-1.0,6.0
Cc1cccc(NC(=O)c2ccccc2-c2ccccc2)c1,-0.9,14.5,-4.4,-6.6,-7.8,-0.5,5.7,-18.2,-0.8,0.1
CC(=O)N(c1ccccc1)c1nc(C)cc(C)c1C#N,-1.5,-6.3,-7.6,-1.1,0.8,-8.8,1.8,24.3,-2.2,-4.4
CC1(c2ccc3c(c2)OCCO3)NC(=O)N(CC(=O)Nc2ccccc2F)C1=O (stereo not drawn),-0.4,-8.9,-4.0,5.1,-3.2,1.2,-3.1,-0.4,1.1,0.7
CCN(Cc1ccncc1)C(=O)CCc1nnc(CCc2ccc(OC)cc2)o1,-2.4,.,-0.3,10.2,0.2,-15.3,-3.5,0.6,-0.7,-6.0
Cc1ccnc(NC(=O)c2ccc(S(=O)(=O)NCc3ccco3)cc2)c1,-3.2,-1.4,-1.4,-12.0,-6.8,-8.2,-2.9,3.8,0.7,1.1
CCOc1ccc(CCNC(=O)C2CCN(c3nn4c(=O)cc(C)nc4s3)CC2)cc1OCC,-0.6,-2.4,-6.1,-19.9,-2.4,-6.3,-1.0,-72.0,-0.3,-3.1
O=C1NC(Cc2ccccc2)C(=O)Nc2ccc(Br)cc21 (stereo not drawn),-0.5,-3.0,-3.0,-8.7,1.2,4.4,.,11.2,0.1,-0.1

# Ordered by value in C-LANA FP (descending): three from the list above.
SMILES	CAL PDZ FP-1	Rtt109 Vps75	Keap1 Nrf2 FP	DAGLB inh	PKA-R2B act	CAL PDZ FP-2	SR-BI uptake up	C-LANA FP	cardiac RTF act
Cc1ccnc(NC(=O)c2ccc(S(=O)(=O)NCc3ccco3)cc2)c1	-3.2	-1.4	-1.4	-6.8	-8.2	-2.9	3.8	0.7	1.1
O=C1NC(Cc2ccccc2)C(=O)Nc2ccc(Br)cc21 (stereo not drawn)	-0.5	-3.0	-3.0	1.2	4.4	.	11.2	0.1	-0.1
CSCc1nnc(NC(=O)c2ccc(S(=O)(=O)N(C)C)cc2)o1	-2.1	.	-2.9	-1.2	-7.8	-1.6	10.5	-1.5	-4.7

# Next part
SMILES,CAL PDZ FP-1,Rtt109 Vps75,Keap1 Nrf2 FP,Cardiac RTF inh,DAGLB inh,PKA-R2B act,CAL PDZ FP-2,SR-BI uptake up,C-LANA FP,cardiac RTF act
CCOC(=O)C1(C/C(C)=N/NC(N)=O)CC(C)(C)OC1=O (stereo not drawn),-2.8,40.9,-2.5,2.9,-2.5,-4.6,-0.4,-3.4,1.2,-2.0
COc1cc(O)c(C(CC(=O)N2CCN(c3ccccc3)CC2)c2ccc(N(C)C)cc2)c(OC)c1 (stereo not drawn),2.0,2.3,-1.0,4.8,2.0,-14.7,1.0,6.9,-1.7,-9.4
c1ccc2c(CCNc3ncnc4nc[nH]c34)cccc2c1,-1.0,-0.4,2.0,-4.2,-0.8,-9.4,-8.2,8.1,0.3,2.6
CN(Cc1ccco1)c1ncnc2ccc(-c3ccc4c(ccn4C)c3)cc12,-1.0,5.9,-2.3,-7.7,-3.9,-15.7,-3.8,-16.6,0.3,4.7
COc1cccc(-c2nn(C)c3sc(C(=O)NCCCN(C)Cc4ccccc4)cc23)c1,-12.4,17.3,2.0,-4.5,-1.9,-8.7,-8.9,-49.2,-2.2,-0.6
CC(OC(=O)CCc1nc2ccccc2c(=O)[nH]1)C(=O)c1ccc(Br)cc1 (stereo not drawn),-0.6,1.6,-3.5,-1.6,-1.5,7.4,.,0.2,-1.2,2.9
CCCCCn1c(SCCCC)nc2c1c(=O)[nH]c(=O)n2C,-3.4,4.6,1.0,9.2,0.5,-5.0,-3.6,-17.8,-0.7,-9.0
COc1ccc(CC(=O)OCc2cc3ccc(C)cc3[nH]c2=O)cc1,-2.5,-22.3,-3.4,-4.6,-1.1,-0.3,-0.3,-1.2,-0.4,-1.3
CCc1ccc(C(=O)COC(=O)CNC(=O)c2ccc(Br)o2)cc1,-0.5,1.6,-0.9,-6.2,1.2,-3.8,0.0,6.2,0.8,-2.0
O=C(Nc1cccc(S(=O)(=O)N2CCCC2)c1)c1cccc(S(=O)(=O)N2CCOCC2)c1,0.0,19.5,-0.7,-1.6,-6.2,-7.3,-3.7,-38.0,-2.5,-1.4
COc1ccccc1CNC(=O)C1CCC(CNc2c(N3CCOCC3)c(=O)c2=O)CC1 (stereo not drawn),-0.2,-7.3,-2.4,2.6,1.2,-9.0,.,4.2,-0.5,-7.7
CCOP(=O)(OCC)c1nc(-c2cccc3ccccc23)oc1N1CCOCC1,0.4,-446.2,-7.0,1.1,0.8,2.3,4.1,-4.6,-0.2,4.2
Cc1cc(C)c(C)c(S(=O)(=O)Nc2cccc(-n3cnnn3)c2)c1C,-2.2,-21.4,-6.0,-5.9,0.2,7.7,2.9,16.9,-0.8,4.5
Cc1ccc(N=Nc2c(C)[nH]n(-c3ccccc3)c2=O)cc1,-3.5,-1.2,-3.0,-12.2,1.9,7.0,2.3,12.6,2.6,-4.5
CCN1CCN(S(=O)(=O)c2ccc(Cl)c(C(=O)NCCOc3ccc(C)cc3)c2)CC1,-2.7,41.8,-2.7,1.1,-0.8,-15.2,-2.9,7.1,-2.3,-4.0
CC(C)C(=O)Nc1ccc(NC(=S)NC(=O)c2cc3ccccc3o2)cc1,0.2,5.5,1.4,-11.9,-0.3,-9.6,-0.5,-19.6,2.8,-0.8
Cc1cc(NC(=O)C(Cl)c2ccccc2)no1 (stereo not drawn),2.3,11.7,4.7,-6.6,-2.7,4.3,-5.2,23.6,-6.8,-0.5
O=C(Cn1c2c(c(-c3ccccc3)cc1=O)CCCC2)N1CCCCCC1,-0.9,-10.1,-4.0,-4.6,-3.4,3.5,.,-43.7,-0.1,1.4
COc1ccc(CC(NC(C)=O)C(=O)NC2CCN(C(=O)Nc3ccc(C#N)cc3)CC2)cc1OC (stereo not drawn),-0.9,-2.3,-2.7,-6.3,-3.9,-3.0,-5.0,23.4,-0.2,-0.8
Cc1ccc(N(CC(=O)NCc2ccc(F)cc2)C(=O)c2snc(C(N)=O)c2N)cc1C,-0.9,-8.9,-2.0,-7.3,-0.6,4.0,-1.3,.,0.1,-2.2
O=C(O)CCn1c(=S)oc2ccccc21,-0.5,2.5,-6.5,-5.1,0.8,4.0,-1.4,-0.7,3.1,7.0
N=C1C(c2nc(-c3ccc(Br)cc3)cs2)=C(O)CN1NC(=O)c1ccc([N+](=O)[O-])cc1,-5.5,2.3,-4.0,-26.9,-0.8,0.2,-0.5,3.5,1.5,9.9
O=C(NCCC(=O)N1CCN(c2ccccn2)CC1)c1ccc(Cl)cc1,-1.6,-4.0,-3.8,-9.5,-0.6,2.4,0.2,-14.7,0.9,-0.8
COc1ccc(CN(C2CCCCC2C)S(=O)(=O)c2ccc(S(=O)(=O)N(C)C)cc2)cc1OC (stereo not drawn),-0.4,-7.5,-6.7,-12.0,-10.1,-10.8,-6.8,-10.1,4.0,5.5

# Single records (already shown). Order of screens: CAL PDZ FP-1	Rtt109 Vps75	Keap1 Nrf2 FP	Cardiac RTF inh	DAGLB inh	PKA-R2B act	CAL PDZ FP-2	SR-BI uptake up	C-LANA FP	cardiac RTF act
# c1ccc2c(CCNc3ncnc4nc[nH]c34)cccc2c1 reads -1.0	-0.4	2.0	-4.2	-0.8	-9.4	-8.2	8.1	0.3	2.6
# Cc1cc(C)c(C)c(S(=O)(=O)Nc2cccc(-n3cnnn3)c2)c1C reads -2.2	-21.4	-6.0	-5.9	0.2	7.7	2.9	16.9	-0.8	4.5
